# From PubChem BioAssay
# NTR1 agonist: agonists of NTR1, primary screen, imaging, U2OS cells, beta-arrestin-GFP, high content (AID 493036); Neurotensin receptor type 1 (Homo sapiens), P30989; NTR1-U2OS beta-arrestin-GFP spot imaging, agonist mode; activation, % at 20 µM; actives 0.17% (n = 330,000);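 active = activation at or above 40% of the spot to cytoplasm intensity ratio, with at least 20 cells analyzed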;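 note: 0% = DMSO without peptide and 100% = 100 nM NTR1 peptide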
# Target sequence (P30989 whole entry, looked up): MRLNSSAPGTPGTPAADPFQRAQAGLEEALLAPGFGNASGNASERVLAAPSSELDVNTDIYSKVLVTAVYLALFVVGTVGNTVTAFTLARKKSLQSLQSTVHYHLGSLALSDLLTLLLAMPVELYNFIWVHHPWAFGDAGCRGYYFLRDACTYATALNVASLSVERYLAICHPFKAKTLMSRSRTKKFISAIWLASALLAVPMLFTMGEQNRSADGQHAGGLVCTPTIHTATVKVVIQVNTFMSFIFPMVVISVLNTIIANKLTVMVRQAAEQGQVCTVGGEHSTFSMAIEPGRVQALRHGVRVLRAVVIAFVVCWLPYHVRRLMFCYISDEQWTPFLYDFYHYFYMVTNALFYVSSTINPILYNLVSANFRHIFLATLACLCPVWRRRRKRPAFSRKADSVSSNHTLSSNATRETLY
# K1F lysis inhibition: inhibition of K1F phage lysis, E. coli UTI89, bacterial capsule biogenesis inhibitors, alamar blue (AID 488966); actives 0.02% (n = 340,000); inhibition, % at 100 µM; hits with a dose series show IC50 in µM; E. coli UTI89 K1F phage lysis, alamar blue, 2 h; higher % means a stronger effect;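 active = phage lysis inhibition, versus mean bacterial control, above a set limit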;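 note: capsule biogenesis inhibitors block K1F phage lysis so surviving cells raise fluorescence; higher fluorescence means more inhibition of phage lysis; actives were called in the ten point dose series up to 300 µM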
# NS5 inhibitors: Dengue-2 NS5 methyltransferase inhibitors, primary screen, biochemical, confirmation dose response (AID 588689) | Genome polyprotein (Dengue virus type 2 (strain 16681-PDK53)) | actives 0.3% (n = 340,000) | Dengue-2 NS5 methyltransferase capping enzyme assay, biochemical; higher % means a stronger effect | one-dose inhibition, % at 25 µM; IC50 in µM for titrated hits; in the data active = a potency from the dose series
# West Nile antiviral: West Nile virus antiviral activity, cell-based, CPE readout (AID 1621) | West Nile virus-infected cells, CPE inhibition; higher % means a stronger effect | one-dose CPE inhibition, % at 10 µM; IC50 in µM for titrated hits | actives 0.02% (n = 290,000); in the data active = a potency from the dose series; note: strong numbers were not always called active
# Salmonella PhoP GFP: inhibitors of PhoP regulon expression, primary screen, Salmonella Typhimurium, GFP reporter (AID 1863). S. Typhimurium PhoP-regulated promoter GFP reporter, 4 h; higher % means a stronger effect. inhibition, % at 50 µM; hits with a dose series show IC50 in µM. actives 0.16% (n = 300,000);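 active = inhibition over 29.93%, a cutoff 3 SD above the screen mean, later confirmed by dose response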;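 note: 0% = low Mg2+ inducing control and 100% = high Mg2+ repressing control; strong numbers were not always called active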
# Rac1 GTP hydrolysis: MgcRacGAP GTPase-activating activity inhibitors, confirmation, biochemical, ADP Hunter fluorescence. actives 0.6% (n = 340,000). Rac GTPase-activating protein 1 (Homo sapiens). inhibition, % at 30 µM, or IC50 in µM where a hit was titrated. MgcRacGAP-stimulated Rac1 GTP hydrolysis, ADP Hunter fluorescence; higher % means a stronger effect; GST-tagged Rac1 F28L mutant substrate. AID 624330, 2012;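 active = first-screen hits whose inhibition reached a set limit at any dose in the follow-up dose series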;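 note: fluorescence reports GDP produced by GAP-driven GTP hydrolysis; strong numbers were not always called active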
# RSV CPE inhibition: RSV antiviral activity via CPE protection, HEp-2 cells, primary 10 µM value included (AID 2391). HEp-2 cells, RSV-induced CPE inhibition; higher % means a stronger effect. CPE inhibition, % at 10 µM; hits with a dose series show IC50 in µM. actives 0.13% (n = 310,000); in the data active = a potency from the dose series; note: strong numbers were not always called active
# SV40 large T antigen: SV40 large T antigen inhibitors, biochemical (AID 1903). SV40 large T antigen ATPase/helicase inhibition assay; higher % means a stronger effect. actives 0.39% (n = 310,000). one-dose inhibition, % at 20 µM; IC50 in µM for titrated hits; in the data active = a potency from the dose series; note: strong numbers were not always called active
# T cell modulator: modulators of CD8 T cell-vesicle binding, primary screen, mouse 2C CD8+ T cells, flow cytometry; 2C CD8+ T cell-vesicle binding; active compounds read low; calls only at 7 µM; actives 0.068% (n = 330,000); AID 2052, 2009;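 active = response, share of CD8 T cells binding vesicles, and their 90th percentile fluorescence all below set limits, cut at about 80% in these data, passing the limit was not always enough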
#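 Also added: QL9-peptide-loaded Drosophila micro-vesicles bearing Ld, ICAM-1 and B7-1; Test system: purified 2C TCR transgenic mouse naive CD8+ T cells; Measured by: cytometric PE anti-B7-1 and Alexa647 anti-CD8 signals after 1% paraformaldehyde fixation; Timing: binding step 1.5 h, 37 °C, antibody labelling 20 min, ice.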
# T cell modulator vesicle-bound %: recorded beside T cell modulator, whose call it bears; double positive events, %; measured here: CD8+ vesicle-bound cell fraction;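 binding gate set so that unloaded-vesicle control wells show 10% double positive cells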
# NTR1 agonist cell count 20 µM: also measured in NTR1 agonist; calls as there; cell count; measured here: cell count, cytotoxicity flag
# An asterisk follows results filed as active; i = inactive; . = not tested or not shown; [ ] = dose if it differs, or a comment.
compound,West Nile antiviral,Rac1 GTP hydrolysis,NS5 inhibitors,NTR1 agonist,T cell modulator vesicle-bound %,K1F lysis inhibition,Salmonella PhoP GFP,SV40 large T antigen,NTR1 agonist cell count 20 µM,RSV CPE inhibition,T cell modulator
Cc1cc(NC(=O)c2ccc(Cl)c([N+](=O)[O-])c2)no1,0.7%,.,.,1.0,46,.,-6%,6%,55,.,i
COc1ccc(NC(=S)Nc2ccc3cn[nH]c3c2)cc1,0.1%,17%,-2%,-1.6,21,0.3%,-2%,14%,44,2.7%,i
Cc1ccc(N2C(=O)C3C4C=CC(CC4)C3C2=O)cc1[N+](=O)[O-] (centres undefined),-0.4%,-1%,-8%,1.1,64,0.8%,-4%,7%,54,1.8%,i
O=C(Nc1cccc(O)c1)c1ccccc1[N+](=O)[O-],0.8%,6%,-4%,3.0,23,-0.5%,-4%,6%,54,1.8%,i
COc1ccccc1C(=O)N/C(=C/c1ccccc1)C(=O)NC(CCSC)C(=O)O (centres undefined),-0.7%,1%,-5%,2.6,26,-0.6%,7%,1%,53,2.2%,i
C/C(CC(=O)Nc1ccc(C)c(Cl)c1)=N\NC(=O)c1ccncc1,-0.5%,-8%,-8%,.,.,0.1%,-5%,11%,.,.,.
COc1ccc(C2=CSC3=NCCN23)cc1,-0.7%,18%,3%,-0.9,20,0.3%,4%,4%,61,0.4%,i
O=C(C[n+]1cc(-c2ccc(F)cc2)n2c1CCC2)Nc1nc(-c2ccc(F)cc2)cs1,-0.2%,9%,1%,-0.4,33,-5.1%,20%,20%,77,1.3%,i
CCC(CCC(=O)Nc1cccc(C(=O)O)c1)C(=O)O (centres undefined),-0.1%,7%,3%,-1.5,43,-0.4%,1%,2%,26,0.7%,i
CCc1ccc(-c2cc3c(=O)n(CC(=O)NCc4ccccc4F)ncn3n2)cc1,0.5%,8%,-1%,-0.8,11,0.2%,-3%,6%,60,0.2%,i
C#CCOCCOCCOCCNc1nc(N2CCN(C(=O)[C@H](CCC(=O)O)n3cc(C(N)Cc4ccc(O)cc4)nn3)CC2)nc(N2CCN(C(=O)[C@H](Cc3cc4ccccc4[nH]3)n3cc(C(N)[C@H](C)CC)nn3)CC2)n1 (some centres undefined),.,5%,-4%,0.2,23,-0.2%,2%,7%,57,-1.4%,i
Cc1ccc(OCC(=O)NNC(=O)c2cccnc2)cc1,-0.6%,3%,-5%,3.2,44,0.3%,-10%,13%,83,0.4%,i
CC(=O)Nc1ccc(/C(C)=N/Nc2nc(N3CCOCC3)nc(N3CCOCC3)n2)cc1,0.5%,11%,1%,1.9,46,0.0%,4%,-6%,50,0.5%,i
CN(N=Nc1cccc([N+](=O)[O-])c1)c1ccccc1,-0.4%,6%,-1%,8.3,9,-0.2%,10%,-3%,96,-0.3%,i
O=C(NCc1ccco1)c1cc(-c2ccncc2)nc2ccccc12,1.1%,6%,0%,-0.5,15,7.2%,2%,7%,51,0.3%,i
CS(=O)(=O)c1ccc(Cl)c(NC(=O)Cc2ccccc2F)c1,-0.6%,2%,-7%,-0.7,41,-0.1%,-7%,10%,28,2.0%,i
Cc1cccc(N=C2NC(=O)CS2)c1C,0.2%,3%,-4%,-0.6,36,1.4%,7%,2%,40,0.2%,i
CCc1ccc[n+](-c2[nH]c(=O)sc2/C=N/N=C(\[O-])c2cccnc2)c1,-0.4%,6%,21%,-0.8,37,-0.5%,14%,6%,48,2.1%,i
O=C(NC1CCCCC1)C(c1ccccc1)N(Cc1ccc2c(c1)OCO2)C(=O)c1cnsn1 (centres undefined),-0.5%,4%,-6%,3.2,55,-0.3%,4%,-1%,63,0.5%,i
O=C(CC1CCCCC1)Nc1ccc(-c2ccc3nncn3n2)cc1,-0.6%,11%,-14%,7.1,27,0.1%,-6%,10%,57,-2.4%,i
CC12CCC(=O)N1C(C(=O)OCC(=O)Nc1ccc(C(F)(F)F)cc1)CS2 (centres undefined),.,0%,-1%,1.8,26,1.4%[50 µM],.,.,67,0.2%,i
Cc1ccc(NC(=O)C(C)[n+]2ccccc2)cc1[N+](=O)[O-] (centres undefined),0.7%,10%,-1%,2.2,57,0.3%,7%,3%,51,1.3%,i
Cc1ccccc1NC(=O)N1CCCC1C(=O)NCc1cccs1 (centres undefined),0.2%,11%,-8%,-0.9,43,2.1%,4%,10%,55,2.1%,i
Nc1cccc(-c2cn(-c3cc4cc(C#CC5(O)CCCCC5)ccc4oc3=O)nn2)c1,.,7%,-16%,5.1,34,2.5%,.,.,44,0.3%,i
O=S(=O)(c1ccc2nc(N3CCN(c4ccccc4)CC3)ccc2c1)N1CCCCC1,0.3%,6%,-9%,6.1,11,0.1%,-3%,-1%,72,2.3%,i
O=C1C=C(c2cccs2)C[C@H](c2ccccc2)[C@H]1n1nnc([N+](=O)[O-])n1,0.0%,-5%,5%,4.8,43,5.0%,3%,11%,49,-0.3%,i
CN1CCN(C(=O)c2ccc(N(Cc3ccccc3Cl)S(C)(=O)=O)cc2)CC1,0.0%,9%,-7%,-1.2,18,0.2%,15%,5%,39,0.5%,i
CS(=O)(=O)c1cnc(-c2cccnc2)nc1N,0.5%,-3%,0%,0.6,48,0.6%,6%,8%,31,-2.2%,i
O=C(Nc1ccccc1)O[C@@H]1C[C@H]2CCC(=O)N3CC[C@@H](C1)[C@@H]23,-0.6%,.,.,5.7,18,.,-2%,19%,66,1.5%,i
CN(C)CCSc1nc(-c2ccccc2)nc2c1CCC2,-0.8%,11%,-5%,-1.0,59,0.3%,-2%,2%,94,-0.4%,i
O=C(CCC1CCCNC1)c1ccccc1 (centres undefined),-1.2%,.,.,-1.9,63,.,7%,9%,74,1.1%,i
CCN(CC)S(=O)(=O)c1ccc(N=NC2=C(O)CCCC2=O)cc1,-0.3%,8%,-6%,0.6,50,0.2%,-4%,15%,75,1.9%,i
CNS(=O)(=O)c1cccc(C(=O)Nc2cccc(Cl)c2)c1,0.5%,5%,0%,0.3,32,-2.7%,2%,30%,55,3.2%,i
COc1ccc(/C=C/C(=O)NNC(=O)C(C)Oc2ccccc2F)cc1OC (centres undefined),.,3%,1%,-0.6,52,0.5%[50 µM],.,.,58,.,i
CN(C)C(=O)CN1C(=O)NC2(CCCc3ccccc32)C1=O (centres undefined),0.1%,6%,0%,-0.4,54,0.1%,6%,0%,72,0.1%,i
CCOC(=O)c1nnc(-c2ccc(C)cc2)nc1Oc1ccc(Cl)cc1Cl,0.2%,17%,-7%,2.1,48,-0.1%,-22%,4%,50,64%,i
CCn1cc(SCC(=O)Nc2cc(C)on2)c2ccccc21,0.1%,3%,-1%,-1.8,39,-0.3%,8%,11%,88,4.5%,i
NS(=O)(=O)c1ccc2nc(NC(=O)CS(=O)(=O)c3ccc(F)cc3)sc2c1,-0.1%,-6%,2%,0.0,22,-0.3%,6%,8%,48,2.6%,i
Nc1nc(CN2CCCCCC2)nc(Nc2ccccc2)n1,0.1%,7%,-2%,-0.7,38,0.0%,-1%,-3%,86,-0.7%,i
CCc1cc2c(=O)c(Oc3ccccc3F)c(C)oc2c(CN(C)C)c1O,0.5%,6%,-2%,3.7,7,0.1%,-2%,-2%,67,1.0%,i
COc1ccc(/C=N/OCC(=O)Nc2nc3ccccc3s2)cc1,-0.3%,6%,-7%,-0.7,24,0.3%,-10%,15%,67,1.2%,i
CN(CC(=O)Nc1cccc(F)c1)C(=O)C1CC(=O)N(Cc2ccco2)C1 (centres undefined),.,7%,3%,1.8,28,0.8%[50 µM],7%,20%,53,-0.3%,i
O=C1CCCCN1CCC(=O)N1CCCC(N2CCN(c3ccccc3)CC2)C1 (centres undefined),-0.2%,8%,-6%,2.2,17,0.1%,-3%,10%,74,-1.2%,i
Cc1occc1C(=O)Nc1nnc(C(F)(F)F)s1,-0.3%,4%,2%,0.4,55,2.3%,-1%,1%,60,0.9%,i
O=c1c2ccccc2nc2n1C(CBr)CN2 (centres undefined),-0.1%,-3%,-6%,0.6,27,0.0%,-5%,23%,59,2.2%,i
Cn1c(CNC(=O)CNS(=O)(=O)c2ccc(Br)cc2)cc(=O)n(C)c1=O,0.5%,7%,-2%,0.6,9,2.5%,0%,19%,66,0.2%,i
C/C(CC(=O)Nc1ccc(N(C)C)cc1)=N\NC(=O)c1ccc([N+](=O)[O-])cc1Cl,0.1%,67µM*,-2%,-0.9,8,0.0%,11%,9.9µM*,54,-0.7%,i
Cc1ccc(C)c(OCCC(=O)OCC(=O)NC2CC2)c1,.,6%,7%,-1.0,29,0.7%[50 µM],-3%,17%,77,-0.5%,i

# An excerpt from above with just SV40 large T antigen, NTR1 agonist cell count 20 µM and RSV CPE inhibition.
SMILES,SV40 large T antigen,NTR1 agonist cell count 20 µM,RSV CPE inhibition
CN(CC(=O)Nc1cccc(F)c1)C(=O)C1CC(=O)N(Cc2ccco2)C1 (centres undefined),20%,53,-0.3%
O=C1CCCCN1CCC(=O)N1CCCC(N2CCN(c3ccccc3)CC2)C1 (centres undefined),10%,74,-1.2%
Cc1occc1C(=O)Nc1nnc(C(F)(F)F)s1,1%,60,0.9%
O=c1c2ccccc2nc2n1C(CBr)CN2 (centres undefined),23%,59,2.2%
Cn1c(CNC(=O)CNS(=O)(=O)c2ccc(Br)cc2)cc(=O)n(C)c1=O,19%,66,0.2%

# Next section
compound,West Nile antiviral,Rac1 GTP hydrolysis,NS5 inhibitors,NTR1 agonist,T cell modulator vesicle-bound %,K1F lysis inhibition,Salmonella PhoP GFP,SV40 large T antigen,NTR1 agonist cell count 20 µM,RSV CPE inhibition,T cell modulator
CCCN(CCC)S(=O)(=O)c1ccc(C(=O)Nc2nnc(-c3cc(OC)cc(OC)c3)o2)cc1,.,2%,1%,1.6,36,0.9%,21%,-1%,49,-1.8%,i
N#C/C(=C\c1c[nH]c2ccccc12)C(=O)NCC1CCCO1 (centres undefined),0.0%,8%,1%,1.5,36,-0.3%,.,.,33,2.1%,i
CC(C)NC(=O)c1sc2c(c1C(=O)Nc1cccnc1)CCCC2,-0.1%,-5%,-8%,-1.4,21,-0.4%,-2%,17%,52,.,i
Cc1ccc(N2C(=O)c3ccc(N)cc3C2=O)cc1C,0.0%,2%,1%,-0.7,18,0.2%,2%,10%,91,1.3%,i
